SRC1 TRFRET art: flags TR-FRET format artefacts in PPARgamma SRC-1 recruitment agonist screen; TR-FRET detection artefact counter-screen, emission ratio; hits give high values; TR-FRET ratio at 8 µM; 99,000 tested, 0.34% active; AID 1051; in the data active means TR-FRET ratio above about 2300; further: inactives centre near 1800; reference of the scale not given here
SRC3 TRFRET art: flags TR-FRET format artefacts in PPARgamma SRC-3 recruitment agonist screen | AID 1048 | 99,000 tested, 0.39% active | TR-FRET ratio at 8 µM | TR-FRET artefact counter-screen, PPARgamma/SRC-3 format; hits give high values; in the data active means TR-FRET ratio above about 2000; further: inactives centre near 1600; reference of the scale not given here
An asterisk follows results filed as active; & = joins results of further samples.

SMILES	SRC1 TRFRET art	SRC3 TRFRET art
COc1ccc(-n2nc(C(=O)NCc3cc(OC)ccc3OC)c3c4ccccc4n(C)c3c2=O)cc1	2020	1841
O=C(Oc1cc(=O)oc2ccccc12)c1ccccc1	1680	1468
Cc1cccc(OCCCN2C(=O)C(=O)c3cc(C)ccc32)c1	1678	1548
CC(=O)N1CCN(c2ccc(OC[C@H]3CO[C@](Cn4ccnc4)(c4ccc(Cl)cc4Cl)O3)cc2)CC1	1702&1813	1693&1527
O=C(c1cc2ccccc2oc1=O)N1CCN(CCc2ccccc2)CC1	1651	1804
CC(C)(C)NC(=O)CSc1nnc(-c2ccco2)n1Cc1ccco1	1846	1540
O=C(NC(=S)NCC1CCCO1)c1ccc([N+](=O)[O-])cc1 (centres undefined)	2095	1521
O=C(NNC(=S)Nc1ccccc1)c1ccc2ncccc2c1	1797	1272
Brc1ccccc1OCCCN1CCCCCC1	1966	1413
O=C(N/N=C/c1sc(N2CCOCC2)nc1-c1ccccc1)c1ccc(O)cc1	1791	1674
CCNC(=S)Nc1ccc(-c2nc3ccccc3[nH]2)cc1	1840	1540
CCOc1ccc(S(=O)(=O)NC2CCCCCC2)cc1	1774	1372
O=C(COc1ccccc1)NCCSCc1ccccc1Cl	1820	1764
O=C(CSc1ccccc1)NCc1ccc(F)cc1	2141	1702
COc1ccccc1NS(=O)(=O)c1cc(NC(=O)c2ccccc2F)ccc1N1CCOCC1	1708	1455
CC(C)N(Cc1cnn(C)c1)Cc1nc(COc2ccccc2)no1	1900	1533
COC(=O)C1=C(C)NC(=S)NC1/C=C/c1ccccc1 (centres undefined)	1739	1747
Cc1sc(Cc2nc(O)cs2)nc1-c1ccccc1	1713	1625
CC(NC(=O)c1cc(COc2c(F)cccc2F)on1)c1cnn(-c2ccccc2)c1 (centres undefined)	1738	1674
O=C(CSc1nnnn1-c1cccc(C(=O)O)c1)NC(c1ccccc1)c1ccccc1	1959	1447

One compound at a time, from the list above. Order of screens: SRC1 TRFRET art	SRC3 TRFRET art
`COc1ccccc1NS(=O)(=O)c1cc(NC(=O)c2ccccc2F)ccc1N1CCOCC1` as listed: 1708	1455
`COC(=O)C1=C(C)NC(=S)NC1/C=C/c1ccccc1` (centres undefined) as listed: 1739	1747
`CC(NC(=O)c1cc(COc2c(F)cccc2F)on1)c1cnn(-c2ccccc2)c1` (centres undefined) as listed: 1738	1674
`O=C(CSc1nnnn1-c1cccc(C(=O)O)c1)NC(c1ccccc1)c1ccccc1` as listed: 1959	1447
`CC(C)N(Cc1cnn(C)c1)Cc1nc(COc2ccccc2)no1` as listed: 1900	1533

Additional compounds follow.
SMILES	SRC1 TRFRET art	SRC3 TRFRET art
O=C(Nc1cccc(S(=O)(=O)N2CCOCC2)c1)[C@@H]1CCCN1S(=O)(=O)c1ccc(Cl)cc1	1756	1633
COC(=O)c1c(-c2ccc(C)cc2)csc1NC(=O)c1c(-c2ccccc2)noc1C	1692	1724
O=C(CCNS(=O)(=O)c1cccc2nonc12)NCc1cccs1	1783	1575
CCCCCN1C=CC(=C2C(=O)c3ccccc3C2=O)C=C1	1938	1635
O=C(c1ccco1)N1CCN(S(=O)(=O)Cc2ccccc2Cl)CC1	1900	1535
O=C(Cc1csc(-c2ccccc2)n1)NCc1ccccc1F	1753	1692
COc1ccc(CC(=O)NN2C(=O)c3ccccc3C2=O)cc1	1825	1572
COc1ccc(OC)c(NC(=O)CC2SC(=Nc3ccc(F)cc3)N(CCC3=CCCCC3)C2=O)c1 (centres undefined)	1988	1723
O=C(CS(=O)(=O)c1ccc2ccccc2c1)Nc1ccccc1Cl	2232	1558
CCN(CC)CCCNC(=O)c1ccc2c(=O)n(Cc3ccc4c(c3)OCO4)c(=S)[nH]c2c1	2018	1500

The list goes on, overlapping the part above by two compounds.
SMILES	SRC1 TRFRET art	SRC3 TRFRET art
O=C(CS(=O)(=O)c1ccc2ccccc2c1)Nc1ccccc1Cl	2232	1558
CCN(CC)CCCNC(=O)c1ccc2c(=O)n(Cc3ccc4c(c3)OCO4)c(=S)[nH]c2c1	2018	1500
Cc1ccc2c(c1)c1nnc(SCC(=O)N3CCCc4ccccc43)nc1n2CC(=O)O	1622	1455
CCOc1cc(/C=N/N=C2/NC(=O)C(CC(=O)O)S2)ccc1OCc1ccccc1Cl (centres undefined)	1701	1802
Cc1ccccc1NC(=O)c1nn(-c2ccc(F)c(F)c2)ccc1=O	1810	1440
CCN(CC)S(=O)(=O)c1ccc(OC)c(NC(=S)Nc2ccc(C)c(C)c2)c1	1757	1404
CCn1c(SCC(=O)c2ccc(NC(C)=O)c(OC)c2)nnc1-c1ccc(NS(C)(=O)=O)cc1	1646	1546
CCOC(=O)CNC(=S)N(CCCN1CCCC1)Cc1cccs1	1824	1214
Cc1ccc(Cc2nc(-c3cccnc3)no2)cc1	1961	1653
O=C(O)C1CC=CCC1C(=O)NCCCCc1ccccc1 (centres undefined)	1839	1665
COc1ccc(N2C(=O)/C(=C\c3ccco3)N=C2SCC(=O)NC(C)C)cc1Cl	1832	1911
O=[N+]([O-])c1ccc(N/N=C/c2sc(N3CCOCC3)nc2-c2ccccc2)c(S(=O)(=O)Nc2ccc(Cl)cc2)c1	1745	1785

Another view of three compounds above.
Every second line gives: SRC1 TRFRET art | SRC3 TRFRET art
CCOc1cc(/C=N/N=C2/NC(=O)C(CC(=O)O)S2)ccc1OCc1ccccc1Cl (centres undefined)
  1701 | 1802
Cc1ccccc1NC(=O)c1nn(-c2ccc(F)c(F)c2)ccc1=O
  1810 | 1440
CCN(CC)S(=O)(=O)c1ccc(OC)c(NC(=S)Nc2ccc(C)c(C)c2)c1
  1757 | 1404

(list continues)
SMILES	SRC1 TRFRET art	SRC3 TRFRET art
Cc1cccc(C)c1NC(=O)NC1(C(=O)NCCN2CCOCC2)CCCCC1	1739	1490
CCNC(=S)NNC(=O)c1cc(-c2cccnc2)nc2ccccc12	1678	1553
O=C1C2CC=CCC2C(=O)N1Cc1nnc(-c2ccc(Cl)cc2)o1 (centres undefined)	1627	1477
CCCCNC(=O)NC12CC3CC(CC(C3)C1)C2	1709	1373
CSc1ccc(-c2nc(CN3CCCCC3c3cccnc3)c(C)o2)cc1 (centres undefined)	1609	1624
CCCCOc1ccc(-c2nnc(-c3cc[n+](C)cc3)o2)cc1	1543	1603
O=C(CC1C(=O)NCCN1Cc1ccc(F)cc1)NCCN1CCCc2ccccc21 (centres undefined)	1854	1544
COc1ccc(-n2c(SC(C)C(=O)Nc3ncc(Cl)cc3Cl)nc3ccccc32)cc1 (centres undefined)	1782	1670
CCOC(=O)c1[nH]c(C)c(C(=O)N2CCc3c([nH]c4ccccc34)C2c2ccccn2)c1C (centres undefined)	1901	1714
O=C(OCC(=O)N1CCCC1)c1cc(Br)ccc1Cl	1882	1773
O=C(CSCc1cccc(F)c1)N1CCN(c2ccccc2)CC1	1712	1653
O=C(N/N=C/C(Br)=C\c1ccccc1)c1ccc2nc[nH]c2c1	1877	1653
CCc1ccc(C(CNC(=O)c2ccc3c(=O)n(-c4ccccc4F)c(=S)[nH]c3c2)N(C)C)cc1 (centres undefined)	1940	1646
CC(C)=CCN1CCN(CCC2=C(C)CCCC2(C)C)CC1CCO (centres undefined)	1790	1686
CC(Oc1ccccc1)C(=O)NNC(=O)c1ccccn1 (centres undefined)	1699	1545
Fc1ccc(CSc2ccc(-c3ccc4c(c3)OCO4)nn2)cc1	1705	1650
O=C(Nc1ccc2c(c1)OCCO2)N1CCN(Cc2ccccc2)CC1	1807	1342
FC(F)Sc1ccc(-n2cc(-c3ccc(Cl)cc3)[n+]3c2CCC3)cc1	1783	1752
CC1(C)C(=O)Nc2ccccc2N1C(=O)COc1cccnc1[N+](=O)[O-]	1811	1629
CC(C)CC(=O)NC(=S)Nc1ccc(N2CCOCC2)cc1	1684	1625
COc1cc2nc(C3CC3)n(NC(=O)c3ccc(Cl)cc3)c(=O)c2cc1OC	1835	1743
O=C1c2cccnc2C(=O)N1Cc1ccccc1	1874	1787
COC(=O)C1=NNC2C(=O)N(C3CCCCC3)C(=O)C12 (centres undefined)	1823	1731
COc1ccc(C2CC(c3ccccc3)=NN2C(=O)COC(=O)C2(C)CC2(Cl)Cl)cc1 (centres undefined)	1352	1346
O=C(NC(=S)N1CCN(Cc2ccccc2)CC1)c1cccnc1	1604	1609
O=c1[nH]c2ccccc2c(O)c1SCCO	1661	1674
Cc1cc(C(=O)OCC(=O)Nc2cc(S(=O)(=O)N(C)C)ccc2Cl)c2ccccc2n1	1722	1398
Oc1ccc(/C=N/Nc2cc(N3CCCC3)nc(N3CCCC3)n2)cc1O	1795	1722
Cc1cccc(NCC(=O)NNC(=S)Nc2ccccc2)c1	1714	1439
CCCSCCCNC(=O)Cn1cc2c(n1)CCCCC2	2116	1574
Cc1ccc(NC(=O)/C=C/c2cccc([N+](=O)[O-])c2)nc1	1741	1426
Cc1ccc(-c2cc(=O)c3ccccc3[nH]2)cc1	1774	1540
O=C(O[C@@H]1Cc2c(O)cc(O)cc2O[C@@H]1c1cc(O)c(O)c(O)c1)c1cc(O)c(O)c(O)c1	1978	1592
CN(Cc1ccncn1)C(=O)CC1C(=O)NCCN1Cc1cccc(Oc2ccccc2)c1 (centres undefined)	1664	1369
CC(C)CNC(CC(=O)Nc1cccc([N+](=O)[O-])c1)C(=O)O (centres undefined)	1736	1568
C=CCNC(=O)C1CCN(c2ccc(S(=O)(=O)N3CCOCC3)cc2[N+](=O)[O-])CC1	1740	1596
COC(=O)c1ccc(-c2ccc(/C=N/N3C(=O)C4C5C=CC(C6CC56)C4C3=O)o2)cc1 (centres undefined)	2036	1572
COC(=O)/C=C/c1ccc(-n2cncn2)cc1	1898	1645
CCN(CC)S(=O)(=O)c1ccc(C(=O)NCCN2C(=O)S/C(=C\c3cccnc3)C2=O)cc1	1884	1581
C/C(=N\Nc1nc(N)cc(Cl)n1)c1ccc(Cl)c(Cl)c1	2075	1403
CCCCn1c(N)c(NCCC(C)C)c(=O)[nH]c1=O	1855	1386
CC(C)CC(=O)N[C@H](C(=O)N[C@H](C(=O)N[C@@H](CC(C)C)[C@@H](O)CC(=O)N[C@@H](C)C(=O)N[C@@H](CC(C)C)[C@@H](O)CC(=O)O)C(C)C)C(C)C	1624	1534
CCN1C(=O)C2(C(C(=O)c3ccc(C)o3)=C(O)C(=O)N2CCCN2CCOCC2)c2ccccc21 (centres undefined)	1644	1448
Cc1ccc(NS(=O)(=O)c2cc(C(=O)Nc3cccc([N+](=O)[O-])c3)ccc2C)cc1	1751	1547
CCOc1ccc(N2C(=O)CC(N(CCc3ccc(OC)cc3)C(=O)c3cccc(F)c3)C2=O)cc1 (centres undefined)	1915	1670
Cc1csc(NS(=O)(=O)c2cccc([N+](=O)[O-])c2)n1	1973	1718
O=C(COc1ccccc1Cl)c1ccc[nH]1	1670	1611
O=C(NC1CCCCC1)c1ccccc1NC(=S)NC(=O)C1CCC1	1634	1435
Cc1ccc(S(=O)(=O)n2[nH]c(=O)cc2NC(=O)c2cccs2)cc1	1636	1447
N=C1C(c2ccccc2)=C(O)CN1NC(=O)c1ccccc1	1770	1529
Continued.
SMILES	SRC1 TRFRET art	SRC3 TRFRET art
Cc1ccc(C(=O)NNC(=O)c2ccc(C)cc2)cc1	1632	1605
O=C(NCCCN1CCCC1)c1ccc(Cn2c(=S)[nH]c3ccc(Br)cc3c2=O)cc1	1983	1988
COc1cc2c(cc1NC(=O)COC(=O)[C@@H](NC(=O)c1ccccc1)C(C)C)oc1ccccc12	1752	1588
O=C1N/C(=C\c2ccc(O)cc2)C(O)=C1C=NCc1ccccc1	1937	1361
CCC(CC)C(=O)c1c[nH]c(C(=O)NCc2ccccn2)c1	1825	1497
CC(=O)c1ccc(NC(=S)N(Cc2ccccc2)C(C)C2CC2)cc1 (centres undefined)	1801	1762
O=C(NCc1ccccn1)c1cn(-c2ccccc2)nc1-c1ccc(Cl)cc1	1826	1706
Cc1c(Cl)c(C(F)F)nn1CC(=O)NC1C(=O)N2C(C(=O)O)=C(CSc3nnnn3C)CSC12 (centres undefined)	1686	1871
O=C(NCC1CCCO1)c1cccc(NC(=O)c2cccs2)c1 (centres undefined)	1574	1694
CC(Cc1cccs1)NC(=S)Nc1ccc(Cl)c(Cl)c1 (centres undefined)	1779	1705
O=C(COC(=O)c1cncc(Br)c1)NC1CCCCCC1	1668	1691
Cc1ccccc1NC(=O)C(=O)NC(C)CCc1ccccc1 (centres undefined)	1571	1669
Cc1ccc(NC(=O)NC(=O)N(C(C)C)S(=O)(=O)c2ccc(C)cc2)cc1	1711	1358
Cc1ccc(C)c(Sc2ccc(NC(=O)CCl)cc2)c1	1598	1500
CC(C)c1nccn1S(=O)(=O)c1cc([N+](=O)[O-])ccc1Cl	1737	1624
O=[N+]([O-])c1ccc(NC(=S)NCc2ccncc2)cc1	1752	1526
Cc1ccc(NC(=S)N(CCN(C)C)Cc2cc3cc(C)cc(C)c3[nH]c2=O)cc1	1677	1488
CCOC(=O)c1ccccc1NCN1C(=O)CSC1=O	1990	1438
CSc1ncccc1C(=O)OCC(=O)c1ccc(Br)s1	2355*	3227*
CC(=O)N(C(C)=O)N1C(=O)c2cccc3c(N4CCOCC4)ccc(c23)C1=O	1959	1366
O=C(CC(C(=O)O)c1ccccc1)Nc1ccccc1 (centres undefined)	1796	1548
Cc1cccc(C)c1OCc1nnc(SCC(=O)Nc2cccc(C(=O)N3CCOCC3)c2)n1C	1997	1635
Cc1ccc(C)c(NC(=O)CS(=O)(=O)c2cccc3nsnc23)c1	1800	1500
CCOC(=O)Cc1nnc(NC(=O)c2ccccc2OCC)s1	1828	1588
COc1ccc(Cl)cc1NC(=O)CNc1ccccc1N1CCOCC1	1611	1306
O=S(=O)(c1ccc(Cl)c2ccccc12)N1CCCC1	2020	1637
c1ccc2c(NCC3CCCO3)nc(N3CCOCC3)nc2c1 (centres undefined)	1971	1744

An excerpt, so the mix of outcomes need not match the whole.
